Screening data (PubChem BioAssay)
FBPA coupling cs: inhibits coupling enzyme system, counter-screen for aldolase hits | coupling enzyme system counterscreen, AmpLite Red fluorescence | activity change, negative = inhibition, % at 58.2 µM, hits read low | actives 0.67% (n = 290,000) | AID 2472; in the data active = activity change below about -30%; also: % is scaled to controls: 0 for no effect and ±100 for the full control effect
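Activity here indicates interference with the coupling reaction, not aldolase inhibition. Compounds at 57.5 uM final met coupling enzymes for 10 min at RT; substrate and AmpLite Red detection followed, with a 525/598 nm fluorescence read after 20 min.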
MLL CXXC-DNA inh: inhibitors of human MLL CXXC domain-DNA interaction; Q03164; MLL-CXXC / FITC-HOXA9 DNA fluorescence polarization; Potency, µM (top dose mostly 115 µM), without a hit: top-dose activity change, negative = inhibition, most hits filed as inhibitors; actives 0.037% (n = 290,000); active = well fitted inhibition curve with a large enough effect in the polarisation, with a control signal flat, not every such curve was filed as active; inconclusive = small, poorly fitted or top-dose-only effect, or effect the other way, or a change in a side signal; inactive = no such curve, though single readings can be large or run the other way; the % refers to the polarisation; also: potency is read from the fitted curve at half-maximal effect
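Purified MLL-CXXC (added from a 7 uM solution) was preincubated 5 min at ambient with pinned compounds in 50 mM Tris-HCl pH 7.5, 50 mM NaCl, 1 mM DTT, 0.05% BSA. Fluorescein-labeled HOX-A9 DNA (50 nM solution) followed, 30 min, then polarization read.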
KCNH2 WT inh: blocks the wildtype human KCNH2 potassium channel | actives 0.37% (n = 340,000) | activity change, % at 1.84 µM | U2OS, BacMam KCNH2, thallium flux FluxOr; active compounds read low | Q12809;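 active = maximum activity change below -70%; inconclusive = maximum activity change between -70% and -50%; inactive = maximum activity change above -50%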; also: % is scaled to controls: 0 for no effect and ±100 for the full control effect
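U2OS cells transduced with wild-type KCNH2 virus are loaded with FluxOr dye for 45 min, and thallium flux is measured in kinetic reads before and after stimulation buffer. Rate constants are normalized to DMSO controls.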
AT treatment: potential ataxia-telangiectasia treatment. AID 485349. actives 0.19% (n = 320,000). […] A-T fibroblasts, KAP-1 phosphorylation AlphaLISA; neocarzinostatin DNA damage 30 min before lysis. Potency, µM (titrated, usually from 57.5 µM), for inactives: at the highest dose activation, usual class: activators; also: potency is read from the fitted curve at half-maximal effect; % of control where 0% means no effect; nearly all actives have a fitted effect of over 45% in size
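ATM-like activity read as KAP-1 phosphorylation via AlphaLISA donor/acceptor antibody pairs after lysis and 6 hr at 25C. Cells were ATM-null patient fibroblasts ([…], hTERT), dosed 60 min, then exposed to the DSB inducer NCS for 30 min.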
TCR activator: activates T cell receptor signaling; primary human leukocytes, anti-CD3, IL-2 HTRF, 48 h; Potency, µM (highest dose often 9.22 µM), without a hit: top-dose activation of IL-2 secretion, most hits filed as activators; 330,000 tested, under 10 active; also: % of control where 0% means no effect
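HTRF read-out of IL-2 secretion: europium cryptate donor excited at 320nm, d2 acceptor emission at 665nm. Cells were primary human leukocytes incubated 48 hr with compounds and a-CD3 beads, supplying TCR signal only.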
TSHR antagonist: antagonists of human thyroid stimulating hormone receptor | TSHR-expressing cells, TSH-stimulated cAMP HTRF, 2 h; active compounds read low | activity change, negative = inhibition, % at 11.5 µM | actives 0.2% (n = 330,000);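 active = activity change below a set negative limit, meaning inhibition stronger than a set level, cut at about -70% in these data; inconclusive = activity change between two set negative limits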; also: % is scaled to controls: 0 for no effect and ±100 for the full control effect
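TSHR-expressing cells were treated with compounds, then stimulated with TSH at EC80 (4nM final) for 2 hours at 37 deg C. Cellular cAMP was measured by HTRF competition between lysate cAMP and cAMP-d2 for a cryptate-labelled anti-cAMP antibody.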
Tb PFK inh: inhibitors of T. brucei phosphofructokinase | O15648 | T. brucei PFK, ADP-Glo luminescence | Potency, µM (titrated, usually from 57.5 µM), for inactives: at the top dose activity, negative = inhibition, usual class: inhibitors | actives 0.17% (n = 330,000);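 also: potency is read from the fitted curve at half-maximal effect; 0% = uninhibited 1x PFK enzyme wells and -100% = no-enzyme wells; nearly all actives have a fitted effect of over 60% in size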
Target sequence (O15648 whole entry, looked up): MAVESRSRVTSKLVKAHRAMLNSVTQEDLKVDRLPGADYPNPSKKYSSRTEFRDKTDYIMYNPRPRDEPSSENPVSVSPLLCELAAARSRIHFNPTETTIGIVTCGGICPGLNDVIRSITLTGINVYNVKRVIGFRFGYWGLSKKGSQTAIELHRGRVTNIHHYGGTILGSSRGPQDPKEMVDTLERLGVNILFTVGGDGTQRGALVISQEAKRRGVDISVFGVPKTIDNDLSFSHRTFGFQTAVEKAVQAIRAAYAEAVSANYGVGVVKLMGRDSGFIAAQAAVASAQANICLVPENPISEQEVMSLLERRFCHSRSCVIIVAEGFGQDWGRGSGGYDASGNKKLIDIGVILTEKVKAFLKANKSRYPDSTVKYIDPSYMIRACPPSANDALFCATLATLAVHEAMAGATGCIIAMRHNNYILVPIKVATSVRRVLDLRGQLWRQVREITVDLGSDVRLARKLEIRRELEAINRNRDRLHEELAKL
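In TEA buffer at pH 8.0 with 5 mM MgCl2, enzyme (1.25 nM) converted F6P (0.5 mM) and ATP (0.1 mM) for 45 min at room temperature. ADP product was read by luciferase luminescence.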
Giardia kill: kills Giardia lamblia | Giardia lamblia trophozoite viability | activity change, % at 7.66 µM, hits read low | actives 0.15% (n = 340,000) | AID 540267; in the data active = activity change below about -80%; inconclusive = between about -30% and that limit;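 also: parasites exposed to compound for two days anaerobically before the ATP read; % is scaled to controls: 0 for no effect and ±100 for the full control effect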
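Trophozoite viability was measured as ATP-dependent luminescence, read 15-30 min after reagent addition. Before that, parasites at 100 cells/well were exposed to compounds for 48 h, anaerobically, at 37 deg C.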
BCR signal inh: chronic active BCR signaling inhibition; ABC-DLBCL IkBa-CBG/CBR reporter, luminescence ratio, 4 h; Potency, µM (titrated, usually from 46.1 µM), for the others: top-dose ratio change, negative = lower green/red ratio, hits mostly inhibitors; actives 0.05% (n = 340,000); active = well fitted inhibition curve with a large enough effect in the signal ratio, with a control signal flat, not every such curve was filed as active; inconclusive = small, poorly fitted or top-dose-only effect, or effect the other way, or a change in a side signal; the % refers to the signal ratio;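 also: potency is read from the fitted curve at half-maximal effect; plate controls were basal doxycycline-induced cells for no effect and cells given 10 µM MG132 for full effect; MG132 reads +100%, hits lower the ratio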
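TMD8 human ABC-DLBCL cells with doxycycline-inducible IκBα–green luciferase fusion and unfused red luciferase, in 0.5% FBS medium; compounds up to 46 uM, 4 h at 37C. Green/red luminescence ratio, filter-overlap corrected, fitted to concentration-response curves.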
GALK inhibitor: inhibitors of human galactokinase | P51570 | Purified GALK, Kinase-Glo residual ATP luminescence | AID 1868 | actives 0.007% (n = 270,000) | Potency, µM (highest dose often 57.5 µM), for the others: top-dose activity change, negative = inhibition, hits mostly inhibitors; also: potency is read from the fitted curve at half-maximal effect; % is scaled to controls: 0 for no effect and ±100 for the full control effect
Target sequence (P51570 whole entry, looked up): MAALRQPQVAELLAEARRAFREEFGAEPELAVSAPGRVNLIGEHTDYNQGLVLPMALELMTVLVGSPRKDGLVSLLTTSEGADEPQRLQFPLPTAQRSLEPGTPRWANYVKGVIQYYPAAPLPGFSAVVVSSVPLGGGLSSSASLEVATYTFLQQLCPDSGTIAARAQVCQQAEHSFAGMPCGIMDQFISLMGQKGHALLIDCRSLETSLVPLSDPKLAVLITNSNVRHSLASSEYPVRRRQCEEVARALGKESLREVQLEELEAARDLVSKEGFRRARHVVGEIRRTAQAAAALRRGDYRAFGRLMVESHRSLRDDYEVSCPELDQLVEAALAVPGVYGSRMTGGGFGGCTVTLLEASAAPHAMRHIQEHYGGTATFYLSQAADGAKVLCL
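ATP-depletion format; final 35 uM ATP, 100 uM D-galactose, 5 nM enzyme; pH 8.0 HEPES/Mg2+ buffer; 60 min RT; luminescence read 10 min after detection reagent.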
The depositor's hits bear a star; ? = inconclusive; / = not tested or not shown; [ ] = remark or other dose. Unless noted, calls follow the shape of the dose curve; as a rule, active = well fitted curve in the direction sought with a large enough effect; inconclusive = small, poorly fitted or top-dose-only effect, or another doubt; inactive = no such curve, though single readings can be large; an effect the other way counts as inactive or inconclusive.

1) Nc1nc(-c2cccnc2)nc(N2CCCCC2)n1
2) OCCN=C(c1ccccc1)C12CN3CN(CN(C3)C1)C2
3) COc1ccc2[nH]c(C)c(CCNC(=S)Nc3ccc(C)cc3)c2c1
4) O=C(NCc1ccco1)c1ccc(COc2ccccc2Cl)cc1
5) Cc1ccc(C)c(OCCC(=O)OCC(=O)NC2CCS(=O)(=O)C2)c1 (stereo not drawn)
6) C[n+]1c(/C=C/c2ccc3c(c2)OCO3)ccc2ccccc21
7) CNC(=O)CSc1nc2cccnc2n1C1CCCCC1
8) CCNC(=O)c1cccc(NC(=O)C2CC(=O)N(CCc3ccccc3)C2)c1 (stereo not drawn)

entry no.	1	2	3	4	5	6	7	8
FBPA coupling cs	4	0	-17	-2	/	1	-5	/
MLL CXXC-DNA inh	-5%	4%	-9%	10%	/	8%	-1%	/
KCNH2 WT inh	-3	11	/	11	-9	-7	-15	12
AT treatment	3%	2%	-6%	-4%	-10%	-5%	2%	8%
TCR activator	2%	-5%	0%	-2%	-2%	/	3%	-2%
TSHR antagonist	1	-3	5	-9	-5	16	7	0
Tb PFK inh	-1%	-3%	3%	0%	19%	-1%	0%	-15%
Giardia kill	5	11	3	14	-9	8	-9	2
BCR signal inh	0%	-2%	5%	-15%	-2%	19%	-16%	8%
GALK inhibitor	5%	2%	-1%	-2%	/	0%	6%	/

Compound profiles, from the list above. Screens in order: FBPA coupling cs | MLL CXXC-DNA inh | KCNH2 WT inh | AT treatment | TCR activator | TSHR antagonist | Tb PFK inh | Giardia kill | BCR signal inh | GALK inhibitor
`C[n+]1c(/C=C/c2ccc3c(c2)OCO3)ccc2ccccc21` in the list: 1 | 8% | -7 | -5% | / | 16 | -1% | 8 | 19% | 0%
`Nc1nc(-c2cccnc2)nc(N2CCCCC2)n1` in the list: 4 | -5% | -3 | 3% | 2% | 1 | -1% | 5 | 0% | 5%
`COc1ccc2[nH]c(C)c(CCNC(=S)Nc3ccc(C)cc3)c2c1` in the list: -17 | -9% | / | -6% | 0% | 5 | 3% | 3 | 5% | -1%
`CCNC(=O)c1cccc(NC(=O)C2CC(=O)N(CCc3ccccc3)C2)c1` (stereo not drawn) in the list: / | / | 12 | 8% | -2% | 0 | -15% | 2 | 8% | /

More entries follow.
9) O=C(N/N=C/C(Cl)=C/c1ccccc1)c1ccco1
10) CN(C)CCCN(C(=O)c1cc(-c2cccs2)nc2ccccc12)c1nc2ccc(F)cc2s1
11) OCCN1C2=NCCCN2c2ccccc21
12) O=C1Nc2ccccc2C12OCCS2 (stereo not drawn)
13) Cc1ccccc1OCC(=O)OCC(=O)c1ccc[nH]1
14) COc1cccc(OC)c1C1=CC(=O)C[C@H](c2ccc3c(c2)OCO3)C1
15) Cn1cc(S(=O)(=O)N2CCc3ccccc32)cc1C(=O)NC(C)(C)C
16) CCCNC(=O)COC(=O)c1ccccc1C(=O)c1ccc(Cl)c([N+](=O)[O-])c1

entry no.	9	10	11	12	13	14	15	16
FBPA coupling cs	2	/	0	-1	/	/	-3	1
MLL CXXC-DNA inh	-6%	13%	-1%	-3%	/	/	/	-18%
KCNH2 WT inh	-6	-14	-1	/	26	-1	-5	-10
AT treatment	-4%	-8%	26%	-3%	0%	-1%	-1%	-1%
TCR activator	0%	-5%	8%	/	6%	0%	-11%	/
TSHR antagonist	-4	-6	21	-4	-32	22	-13	-24
Tb PFK inh	-1%	1%	4%	3%	0%	-2%	-1%	-2%
Giardia kill	-5	-22	-10	/	8	3	-10	-2
BCR signal inh	?	?	-2%	-1%	?	-4%	4%	?
GALK inhibitor	-1%	7%	-6%	2%	/	/	/	3%

cpd | molecule | FBPA coupling cs | MLL CXXC-DNA inh | KCNH2 WT inh | AT treatment | TCR activator | TSHR antagonist | Tb PFK inh | Giardia kill | BCR signal inh | GALK inhibitor
17 | COCc1cc(OC)nc(-c2csc(C)n2)n1 | 3 | 5% | 1 | 4% | 6% | 18 | 1% | 5 | ? | -1%
18 | COc1ccc(CCNC(=O)c2ccc3c(c2)NC(=O)C(C(C)C)N3)cc1OC (stereo not drawn) | -2 | -4% | 5 | -2% | -5% | -18 | 1% | 10 | 11% | -1%
19 | O=C(/C=C/c1ccc(S(=O)(=O)N2CCOCC2)cc1)NCc1ccccc1 | -2 | 4% | / | -3% | -4%[46.1 µM] | 11 | -1% | 15 | ? | -1%
20 | CCCCOC(=O)CSc1nc2ccccc2o1 | -2 | 0% | -4 | ? | 6% | 28 | 0% | 2 | -2% | -3%
21 | CCOC(=O)c1ccc(NC(=S)NCCc2ccc(F)cc2)cc1 | -1 | -7% | 1 | 5% | 3% | 5 | 0% | 0 | ? | 0%
22 | O=C(Nc1ccc(Br)cc1)N1CCc2ccccc2C1 | -2 | 7% | 0 | 9% | -8% | -14 | 0% | -14 | ? | 2%
23 | COc1ccccc1-c1nnc(SCC(=O)NCc2ccco2)n1N | 3 | -3% | 6 | -6% | -2% | 4 | -3% | 4 | -1% | 10%
24 | CCOC(=O)N/N=C1\CC(C)CC(C)(C)C1 (stereo not drawn) | 0 | 17% | -1 | -10% | -2%[46.1 µM] | -2 | 2% | -16 | 6% | 2%
25 | Cc1onc(-c2ccccc2Cl)c1C(=O)Nc1cccnc1 | -17 | 0% | 5 | 8% | / | 4 | 0% | -7 | 1% | 1%
26 | CCN(CC)C(=O)CSc1nnc(-c2ccccn2)n1-c1ccccc1OC | 2 | -10% | -18 | 0% | -3% | -2 | 0% | -7 | ? | 5%
27 | O=C(c1ccc(Cl)cc1)C1C2C(=O)N(c3ccccc3)C(=O)C2C2CCCN21 (stereo not drawn) | -1 | ? | 1 | 4% | 2% | 3 | 4% | -23 | ? | 1%
28 | O=C(C1CCC1)N1CCN(Cc2ccccc2)CC1 | 5 | 4% | -4 | 11% | -35% | 8 | -4% | 6 | -1% | 6%
29 | OCCCNC(=S)Nc1ccc2nc(-c3ccccn3)c(-c3ccccn3)nc2c1 | -33* | -6% | 0 | -8% | -2% | 1 | -2% | 2 | -5% | -1%
30 | CCOc1ccc(NC(=O)C2CCN(S(=O)(=O)CC)CC2)cc1 | 2 | -2% | -14 | -1% | 2% | 19 | 0% | -16 | 2% | -4%
31 | O=C(NC1CCCCC1)C1CCCN1S(=O)(=O)c1ccc(F)cc1 (stereo not drawn) | 5 | -5% | -8 | 15% | 1% | 2 | 0% | ? | 5% | 16%
32 | N#Cc1c(/N=C/c2ccc(-c3ccccc3C(=O)O)o2)sc2c1CCCC2 | 7 | ? | -1 | 5% | -5% | 4 | -16% | -1 | -6% | 2%
33 | Cc1c(NC(=O)c2c(N)sc3c2CCCC3)c(=O)n(-c2ccccc2)n1C | -10 | 6% | -2 | -3% | -3% | 7 | 2% | 11 | -2% | 4%
34 | Cc1ccc(C2C3=C(CC(C)(C)CC3=O)NC3=C2C(=O)c2ccccc23)cc1 (stereo not drawn) | -13 | 11% | 21 | -23% | -9%[46.1 µM] | 25 | -4% | -13 | ? | 0%
35 | CCOC(=O)c1ccc(Oc2cn[nH]c2-c2ccc(O)cc2O)cc1 | 0 | -9% | -20 | 4% | 4% | -29 | -7% | 3 | 0% | 3%
36 | CCS(=O)(=O)c1ccc2oc(Nc3ccc(OC)c(OC)c3)nc2c1 | 1 | 7% | -5 | -2% | 1% | 17 | -3% | 5 | ? | -1%
37 | Cc1n[nH]c(C)c1NC(=O)CSc1nnnn1-c1cccc(F)c1 | / | / | -9 | 1% | 5% | 10 | 6% | -3 | 3% | /
38 | O=C(c1cc(S(=O)(=O)N2CCOCC2)ccc1F)N1CCN(Cc2ccccc2)CC1 | 2 | -6% | -9 | 0% | -4% | 2 | 0% | -12 | 0% | 3%
39 | Cn1nc(C(=O)Nc2ccc(Cl)cc2)cc1C(=O)Nc1ccc(Cl)cc1 | 1 | 11% | -6 | 0% | -3% | 0 | 3% | -7 | 2% | -3%
40 | O=C(Nc1ccccc1N1CCCCC1)c1ccc(Cl)cc1 | -1 | -6% | 15 | 4% | 1% | -10 | 0% | -5 | 8% | -4%
41 | O=C(Nc1nccs1)c1cc(N2CCOCC2)nc2ccccc12 | -2 | -2% | -3 | 10% | -4% | -7 | 0% | -25 | ? | 1%
